FadD28 FP inh = inhibitors of FadD28 bisubstrate probe binding, primary screen, biochemical, fluorescence polarization, single point. inhibition, % at 12.5 µM. hit rate 0.22% among 360,000; in the data active = inhibition above about 8.5%, passing the limit was not always enough; inconclusive = no clear call, values can overlap the other calls
BoNT-F LC inh = BoNT/F light chain protease inhibitors, primary screen, biochemical, flow cytometry, MLPCN library; inhibition, % at 10 µM; AID 588497, 2011; hit rate 0.22% among 360,000; Multiplex microsphere protease cleavage assay; Botulinum neurotoxin type F light chain protease (Clostridium botulinum); in the data active = inhibition above about 35%, passing the limit was not always enough; inconclusive = no clear call, values can overlap the other calls; note: plate controls were buffer without enzyme for full effect and enzyme alone for no effect
FBA Mtb inh = Mtb FBA enzyme inhibitors, primary screen, biochemical, fluorescence, strain H37Rv; inhibition, % at 1 µM; hit rate 2.3% among 360,000; Fructose-bisphosphate aldolase (Mycobacterium tuberculosis (strain ATCC 25618 / H37Rv)), …; AID 588726, 2011; purified M. tuberculosis FBA, fluorescence read-out; in the data active = inhibition above about 27%;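 note: 0% = vehicle and 100% = reference inhibitor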
Target sequence (P9WQA3 whole entry, looked up): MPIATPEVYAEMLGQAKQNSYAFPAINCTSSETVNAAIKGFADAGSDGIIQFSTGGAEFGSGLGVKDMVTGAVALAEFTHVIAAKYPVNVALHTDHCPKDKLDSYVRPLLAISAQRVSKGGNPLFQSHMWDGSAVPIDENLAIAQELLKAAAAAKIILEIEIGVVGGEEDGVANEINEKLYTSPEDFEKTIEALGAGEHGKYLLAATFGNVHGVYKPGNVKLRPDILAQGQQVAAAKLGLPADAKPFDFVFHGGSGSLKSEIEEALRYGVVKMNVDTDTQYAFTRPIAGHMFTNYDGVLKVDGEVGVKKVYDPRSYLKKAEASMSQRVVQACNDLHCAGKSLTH
GDH-TPI inh = GDH-TPI coupling enzyme inhibitors, primary screen, artefact control for M. tuberculosis FBA inhibitor project, biochemical, absorbance, full deck; GDH-TPI coupled enzyme counterscreen, NADH absorbance; inhibition, % at 4.8 µM; hit rate 1.2% among 360,000; AID 588335, 2011; in the data active = inhibition above about 30%;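 note: 0% = DMSO wells and 100% = wells lacking the enzyme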
Mtb BioA inh = M. tuberculosis BioA enzyme inhibitors, primary screen, biochemical, plate reader, single point, HTS; 7,8-diaminopelargonic acid synthase BioA (Mycobacterium tuberculosis); purified M. tuberculosis BioA enzyme; inhibition, % at 9.99 µM; hit rate 0.096% among 360,000; AID 602481, 2012; in the data active = inhibition above about 40%; inconclusive = no clear call, values can overlap the other calls
BoNT-A LC inh2 = BoNT/A light chain protease inhibitors, primary screen, biochemical, flow cytometry, MLPCN library. Botulinum neurotoxin type A light chain protease (Clostridium botulinum A str. ATCC 3502). multiplex microsphere protease substrate cleavage. inhibition, % at 10 µM. hit rate 0.17% among 360,000. AID 588499, 2011; note: plate controls were buffer without enzyme for full effect and enzyme alone for no effect
Anthrax LF prot = Bacillus anthracis LF protease inhibitors, primary screen, biochemical, multiplex microsphere, MLPCN library; multiplex microsphere protease cleavage assay; inhibition, % at 10 µM; hit rate 0.12% among 360,000; Lethal factor (Bacillus anthracis), P15917; note: plate controls were buffer without enzyme for full effect and enzyme alone for no effect
PfHsp40 rescue = rescue of yeast from PfHsp40 toxicity, primary screen, S. cerevisiae, ATP luminescence | S. cerevisiae expressing PfHsp40, growth rescue | growth rescue, % at 12.5 µM | hit rate 0.68% among 340,000; in the data active = growth rescue above about 28%, passing the limit was not always enough; inconclusive = no clear call, values can overlap the other calls;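 note: yeast W303a lacking pdr1 and pdr3 grown in galactose medium; growth measured after three days at 30 °C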
UGM FP inh = M. tuberculosis UGM enzyme inhibitors, primary screen, biochemical, fluorescence polarization, single point; hit rate 0.06% among 320,000; AID 504406, 2011; purified UGM, fluorescence polarization probe displacement; inhibition, % at 10 µM; UDP-galactopyranose mutase (Mycobacterium tuberculosis (strain ATCC 25618 / H37Rv)), …; in the data active = inhibition above about 10%, passing the limit was not always enough; inconclusive = no clear call, values can overlap the other calls
Target sequence (P9WIQ1 whole entry, looked up): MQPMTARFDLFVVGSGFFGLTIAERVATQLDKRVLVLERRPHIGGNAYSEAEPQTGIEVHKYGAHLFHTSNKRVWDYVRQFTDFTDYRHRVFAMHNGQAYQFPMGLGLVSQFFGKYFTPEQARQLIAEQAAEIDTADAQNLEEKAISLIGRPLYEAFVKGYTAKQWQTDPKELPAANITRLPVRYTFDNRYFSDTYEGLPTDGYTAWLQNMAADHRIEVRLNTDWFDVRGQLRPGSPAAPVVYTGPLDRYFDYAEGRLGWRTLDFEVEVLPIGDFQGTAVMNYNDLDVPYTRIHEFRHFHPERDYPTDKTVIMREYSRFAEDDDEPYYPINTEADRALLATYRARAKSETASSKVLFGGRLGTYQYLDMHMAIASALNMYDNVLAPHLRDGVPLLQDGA
Active calls of the source: *; ? = inconclusive; nt = not tested or not shown. Cut-off read from the data, not from the text of the source, unless noted: active = inhibition above about 30%; inconclusive = no clear call, values can overlap the other calls; inactive = below that. Hits appear at their usual frequency; any-hit rate near 4.7%.

1. CCOC(=O)N1CCC(N2Cc3cccc(C(=O)NCc4ccc5c(c4)OCO5)c3C2=O)CC1
2. O=C(/C=C/c1ccc(Cl)c(Cl)c1)N1CCOCC1
3. N#C/C(=C\c1cccnc1)C(=O)Nc1ccc(C(=O)O)cc1
4. Cc1ccsc1/C=N/NC(=O)c1ccncc1
5. CCn1c(=O)cc(SCC(=O)NCCCN2CCN(c3ccc(F)cc3)CC2)c2ccccc21
6. COc1ccc(-c2[nH]ncc2CN2CCCN(C(=O)c3ccco3)CC2)cc1F
7. Nc1nc(C(F)(F)F)c(Br)c(=O)n1N
8. COc1ccc(/C=C(\NC(=O)c2cccs2)C(=O)NN)cc1OC
9. Cn1cccc1C1CCCN1CC(=O)Nc1c(Cl)cc(Cl)cc1Cl (configuration not stated)
10. O=C(COc1ccc(C(=O)O)cc1)Nc1cccc(C(F)(F)F)c1

assay / entry	1	2	3	4	5	6	7	8	9	10
FadD28 FP inh	-3.4	-3.0	-2.0	0.2	-3.5	-0.9	-2.5	0.9	-0.8	0.0
BoNT-F LC inh	-1	?	-4	-4	1	1	7	7	8	3
FBA Mtb inh	2	0	5	6	1	1	1	0	-1	2
GDH-TPI inh	-4	0	2	20	6	4	-4	38*	1	1
Mtb BioA inh	-0.4	2.7	nt	nt	0.3	2.4	nt	-1.7	1.5	nt
BoNT-A LC inh2	-0.1	-6.0	-0.4	-3.2	2.2	0.0	1.1	1.9	-0.6	0.5
Anthrax LF prot	-3	-3	4	-2	0	1	-1	12	0	2
PfHsp40 rescue	1.3	-0.1	-1.6	1.2	-0.8	0.6	-0.7	1.6	1.5	-1.9
UGM FP inh	0.3	1.9	-2.4	0.0	1.0	3.0	-0.7	2.8	-1.2	0.3

11. COCCCNc1nccn2ccnc12
12. CCOC(=O)C1=C[C@@H](c2ccccc2)N(S(=O)(=O)c2ccc(C)cc2)[C@H]1c1ccccc1Cl
13. O=S(=O)(c1ccc(Cl)nc1)N1CCN(Cc2ccc3c(c2)OCO3)CC1
14. Cc1cc(=O)n2nc(N3CCCC(C(=O)NCCCN4CCc5ccccc5C4)C3)sc2n1 (configuration not stated)
15. Cc1cccnc1C(NC(=O)C1CCN(Cc2ccc3ccccc3n2)CC1)c1ccc(Cl)cc1 (configuration not stated)
16. O=C(N[C@@H](Cc1ccccc1)C(=O)N1CCC2(CC1)NCCc1[nH]cnc12)c1cccc(F)c1
17. O=C(CN1CCN(C(=O)c2ccccc2)CC1)Nc1cccc(S(=O)(=O)N2CCCC2)c1
18. CCCN=Cc1c(CCC)[nH]n(-c2nc3ccccc3s2)c1=O
19. Cc1ncc(CCl)c2c1OC(C)(C)OC2
20. O=C(O)CCCCCNS(=O)(=O)c1ccc(Cl)cc1

assay / entry	11	12	13	14	15	16	17	18	19	20
FadD28 FP inh	-0.2	-1.4	0.0	-1.6	-3.4	-1.3	-2.3	-3.6	-3.6	-1.2
BoNT-F LC inh	-2	-12	-4	-7	-11	-1	-10	-5	?	1
FBA Mtb inh	3	1	1	2	-2	1	3	-1	10	2
GDH-TPI inh	8	nt	-5	5	-6	-5	-9	11	-6	2
Mtb BioA inh	-0.8	0.7	-2.3	-1.9	-1.9	-0.2	nt	0.0	1.0	-5.8
BoNT-A LC inh2	0.2	-0.2	-0.1	-0.1	0.6	1.6	-6.0	0.1	0.4	-1.1
Anthrax LF prot	1	-6	-1	-9	-4	1	-3	-8	-4	-3
PfHsp40 rescue	nt	nt	-1.4	-0.8	nt	0.3	-2.1	1.1	0.0	-1.4
UGM FP inh	nt	nt	0.3	nt	nt	-0.5	nt	-2.4	-0.4	-6.1

21. Cc1ccc(S(=O)(=O)N(C)C)cc1NC(=O)CN1C(=O)NC2(CCc3ccccc32)C1=O (configuration not stated)
22. O=C(CSc1nc2ccccc2c(=O)n1Cc1ccco1)c1ccc(F)cc1
23. Cn1c(N)c(C(=O)COC(=O)C2(c3ccc(F)cc3)CCCC2)c(=O)n(C)c1=O
24. COc1ccc(-c2noc(CN(C(=O)c3ccc(OC(C)=O)cc3)C(C)C)n2)cc1OC
25. CCOC(=O)C(C(C)C)C(N)Cc1ccc(F)cc1 (configuration not stated)
26. Cc1cccc2nc(COc3ccc(Cl)c4cccnc34)cn12
27. COc1cccc(CNC(=O)CSc2nnc3c(n2)[nH]c2ccc(C)cc23)c1
28. Cn1ccnc1SCC(=O)Nc1cccc(S(=O)(=O)N2CCCCC2)c1
29. CCOc1ccc(OCCNC(=O)C(NC(=O)c2c(F)cccc2F)C(C)C)cc1 (configuration not stated)
30. O=C(NC1(C(F)(F)F)C(=O)Nc2c1c(=O)[nH]c(=O)n2Cc1ccccc1)c1ccc(Cl)cc1 (configuration not stated)

assay / entry	21	22	23	24	25	26	27	28	29	30
FadD28 FP inh	-2.6	0.1	-1.1	-0.3	0.1	-2.0	-0.6	-0.9	0.6	-0.9
BoNT-F LC inh	0	-25	-4	-3	-17	5	-10	-3	nt	2
FBA Mtb inh	4	3	5	-2	-2	2	-4	1	1	-3
GDH-TPI inh	3	17	-5	-2	2	4	3	-1	4	8
Mtb BioA inh	-1.7	-2.3	-0.7	-0.6	nt	nt	-0.7	nt	-0.9	-0.9
BoNT-A LC inh2	0.3	-4.2	0.2	-0.7	-2.7	0.7	-3.9	-0.9	nt	-0.2
Anthrax LF prot	0	-9	-1	-6	-2	3	1	-6	nt	-4
PfHsp40 rescue	nt	-1.3	0.4	0.5	-1.7	1.6	-0.8	0.6	-1.1	0.7
UGM FP inh	nt	-0.5	-0.4	-1.5	-2.6	3.4	1.2	-0.9	3.9	2.1

31. CCCCn1c(-c2cccnc2)nc2cc3[nH]c(=O)c(C(C)C)nc3cc21
32. CC(C)(C)C(=O)Nc1cc(S(=O)(=O)N2CCCCC2)ccc1N1CCCCC1
33. CCN1CCN(CC(=O)Nc2ccc(C(C)=O)cc2)CC1
34. COc1ccccc1C(=O)NCCC(=O)N1CC(=O)Nc2ccccc21
35. CC(Sc1nnc(CNc2cccc3ccccc23)n1-c1ccccc1)C(=O)N/N=C/c1ccco1 (configuration not stated)
36. Cc1noc(C)c1S(=O)(=O)NCc1ccc2c(c1)OCO2
37. CCOc1cc(NC(=S)Nc2ccc(Cl)cc2)c(OCC)cc1NC(C)=O
38. CC(C)OC(=O)c1c(NC(=O)c2ccco2)sc2c1CCCC2
39. Cc1csc(NC(=O)CSc2nnc(-c3ccco3)n2C)n1
40. Cc1oc(-c2ccccc2F)nc1CS(=O)(=O)CC(=O)NCCN(C)C1CCCCC1

assay / entry	31	32	33	34	35	36	37	38	39	40
FadD28 FP inh	0.3	-4.7	-0.3	-0.8	25*	-0.1	-6.1	-2.8	-0.4	-1.2
BoNT-F LC inh	-20	-1	-14	2	nt	-10	-2	-16	2	-19
FBA Mtb inh	64*	-9	4	1	5	-2	2	8	1	4
GDH-TPI inh	31*	-1	11	6	8	-6	-4	7	5	12
Mtb BioA inh	0.1	0.1	0.5	1.0	-1.9	-0.1	nt	-1.5	3.2	-0.3
BoNT-A LC inh2	2.9	0.1	-1.6	0.3	nt	-0.8	-0.5	1.5	-1.4	-1.0
Anthrax LF prot	-9	-7	-4	3	nt	-14	-7	2	4	-11
PfHsp40 rescue	-0.8	4.3	2.2	1.4	0.8	1.2	0.2	0.9	-1.2	-3.0
UGM FP inh	1.2	0.2	0.2	3.7	0.1	-0.7	1.0	-0.8	4.3	1.2

Profiles as entered above. Values in the order: FadD28 FP inh	BoNT-F LC inh	FBA Mtb inh	GDH-TPI inh	Mtb BioA inh	BoNT-A LC inh2	Anthrax LF prot	PfHsp40 rescue	UGM FP inh
`CCCCn1c(-c2cccnc2)nc2cc3[nH]c(=O)c(C(C)C)nc3cc21` as listed: 0.3	-20	64*	31*	0.1	2.9	-9	-0.8	1.2
`CCN1CCN(CC(=O)Nc2ccc(C(C)=O)cc2)CC1` as listed: -0.3	-14	4	11	0.5	-1.6	-4	2.2	0.2
`CC(Sc1nnc(CNc2cccc3ccccc23)n1-c1ccccc1)C(=O)N/N=C/c1ccco1` (configuration not stated) as listed: 25*	nt	5	8	-1.9	nt	nt	0.8	0.1
`Cc1oc(-c2ccccc2F)nc1CS(=O)(=O)CC(=O)NCCN(C)C1CCCCC1` as listed: -1.2	-19	4	12	-0.3	-1.0	-11	-3.0	1.2
`Cc1csc(NC(=O)CSc2nnc(-c3ccco3)n2C)n1` as listed: -0.4	2	1	5	3.2	-1.4	4	-1.2	4.3

(continued)
41. Cc1cccc2cc(CN(Cc3ccco3)C(=O)Nc3cccc(C#N)c3)c(Cl)nc12
42. COc1ccc(S(=O)(=O)N(CC(=O)NCc2ccco2)C2CCCCC2)cc1OC
43. Cc1cccc(NC(=O)CSc2nnc(C3CC3)n2CC2CCCO2)c1C (configuration not stated)
44. O=C(Nc1nnc(Cc2c[nH]c3ccccc23)s1)c1ccc(Cl)cc1Cl
45. Cc1cc(C)c2c(=O)n(CC(=O)N3CCN(c4ccccc4)CC3)ccc2n1
46. COc1ccc(N(C(=O)c2cnccn2)C(C(=O)NC2CCCCC2)c2ccc(Cl)cc2)cc1 (configuration not stated)
47. O=C(Nc1ccc(N2CCCC2)cc1)c1ccc(Cl)cc1Cl

assay / entry	41	42	43	44	45	46	47
FadD28 FP inh	-1.4	-2.8	nt	-2.4	0.2	-0.2	-0.8
BoNT-F LC inh	14	-2	5	-1	-1	-6	-8
FBA Mtb inh	-2	-2	1	5	1	1	2
GDH-TPI inh	-8	1	-4	12	-7	8	6
Mtb BioA inh	-0.6	-1.0	-0.5	nt	-2.0	0.4	0.3
BoNT-A LC inh2	1.1	-0.1	-0.4	4.7	0.0	-0.9	-1.5
Anthrax LF prot	-2	0	0	-2	1	0	25
PfHsp40 rescue	-0.1	-0.1	-0.9	0.9	nt	-0.6	-1.9
UGM FP inh	0.5	-0.3	-0.7	0.8	nt	0.7	-1.7

Screening results: PubChem, several laboratories
